Source: PubChem (several laboratories)
HTR5A ag ctr – HTR5A agonists in luminescence cell assay, primary screen, counter-screen for OPRM1-OPRD1 heterodimer agonist project, full-deck HTS; 5-hydroxytryptamine receptor 5A (Homo sapiens), P47898; cell-based; activation, % at 9.3 µM; 340,000 compounds, 0.61% hits; AID 504692, 2011; in the data active = activation mostly above about 9.5%, no sharp cut-off; inactive = mostly below about 7.6%;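 note: 0% = cells with vehicle only and 100% = reference agonist; strong numbers were not always called active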
RTF Ca sens act – cardiac RTF calcium sensitivity activators, primary screen, biochemical, IANBD-TnC fluorescence, EC20 calcium; Troponin I, cardiac muscle (Homo sapiens) + Troponin T, cardiac muscle (Homo sapiens) + …; IANBD-labeled TnC RTF fluorescence at EC20 calcium; 0% EC20 calcium, 100% full calcium; activation, % at 7.2 µM; 340,000 compounds, 0.24% hits;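 active = activation above the mean over all tested compounds plus 3 SD, cut at about 30% in these data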;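 note: rise in fluorescence read as greater calcium sensitivity of cardiac thin filaments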
LANA DNA inh – inhibitors of KSHV C-LANA binding to DNA, primary screen, biochemical, fluorescence polarization, FAM-LBS DNA, MBP-C-LANA, single point. inhibition, % at 9 µM. 340,000 compounds, 0.078% hits;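 active = highest replicate inhibition at or above 60% at 9 µM, even if other replicates fall short; inactive = all replicates below 60% inhibition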;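 note: 0% = neutral control wells and 100% = 4 µM acridine orange control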
CAL-PDZ inh HTS – untagged CAL PDZ binding inhibitors, primary screen, biochemical, fluorescence polarization, HTS; Golgi-associated PDZ and coiled-coil motif-containing protein (Homo sapiens), Q9HD26; purified CAL PDZ, TMR-peptide fluorescence polarization, 1 h; inhibition, % at 24.9 µM; 300,000 compounds, 0.92% hits; AID 602252, 2012;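 active = mean inhibition of at least 30% with at least half of replicates also reaching 30%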;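 note: 0% = DMSO neutral control and 100% = excess unlabeled competitor peptide PRC23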
HTR5A inv ag – HTR5A inverse agonists in luminescence cell assay, primary screen, counter-screen for OPRM1-OPRD1 heterodimer inverse agonist project, full-deck HTS. HTR5A cell line, inverse agonism. inhibition, % at 9.3 µM. 340,000 compounds, 0.083% hits; in the data active = inhibition mostly above about 23%, no sharp cut-off; inactive = mostly below about 18%;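 note: 0% = cells with DMSO and 100% = no-cell wells with DMSO; some compounds called inactive have numbers as strong as hits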
V-ATPase pHluor – regulators of yeast V-ATPase proton pumping, primary screen, pHLuorin cytosolic pH fluorescence. 350,000 compounds, 0.37% hits. S. cerevisiae. response, % at 10 µM; in the data active = response mostly above about 7.3%, no sharp cut-off; inactive = mostly below about 5.4%; note: actives read high; inactives centre near 0; some compounds called inactive have numbers as strong as hits; reference of the scale not given here
Keap1 Nrf2 FP – Keap1-Nrf2 protein-protein interaction inhibitors, primary screen, biochemical, fluorescence polarization, single point. Kelch-like ECH-associated protein 1 (Homo sapiens), Q14145. inhibition, % at 9.4 µM. 340,000 compounds, 0.15% hits. Keap1 Kelch-Nrf2 peptide fluorescence polarization, 1536-well. AID 504523, 2011; in the data active = inhibition above about 12%;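 note: human Keap1 Kelch domain with fluorescein labeled Nrf2 9mer peptide probe; 0% = neutral control wells and 100% = peptide positive control; higher means more block of Keap1 binding to Nrf2 peptide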
RTF Ca sens inh – cardiac RTF calcium sensitivity inhibitors, primary screen, biochemical, IANBD-TnC fluorescence, EC70 calcium; 340,000 compounds, 0.12% hits; Troponin I, cardiac muscle (Homo sapiens) + Troponin T, cardiac muscle (Homo sapiens) + …; inhibition, % at 7.15 µM; IANBD-labeled cardiac RTF, Ca2+ fluorescence;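 active = inhibition above the mean inhibition of all tested compounds plus 3 SD, cut at about 17% in these data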;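 note: assay run at fixed EC70 calcium of 1.6 mM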
OPRM1-OPRD1 ag – agonists of OPRM1-OPRD1 heterodimerization, primary screen, cell-based, luminescence. activation, % at 9.3 µM. 340,000 compounds, 0.3% hits. cells. AID 504326, 2011; in the data active = activation above about 18%;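 note: 0% = vehicle-treated cells and 100% = reference agonist; values of inactives mirror those of a sister screen read the other way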
Target sequence (P35372 whole entry, looked up): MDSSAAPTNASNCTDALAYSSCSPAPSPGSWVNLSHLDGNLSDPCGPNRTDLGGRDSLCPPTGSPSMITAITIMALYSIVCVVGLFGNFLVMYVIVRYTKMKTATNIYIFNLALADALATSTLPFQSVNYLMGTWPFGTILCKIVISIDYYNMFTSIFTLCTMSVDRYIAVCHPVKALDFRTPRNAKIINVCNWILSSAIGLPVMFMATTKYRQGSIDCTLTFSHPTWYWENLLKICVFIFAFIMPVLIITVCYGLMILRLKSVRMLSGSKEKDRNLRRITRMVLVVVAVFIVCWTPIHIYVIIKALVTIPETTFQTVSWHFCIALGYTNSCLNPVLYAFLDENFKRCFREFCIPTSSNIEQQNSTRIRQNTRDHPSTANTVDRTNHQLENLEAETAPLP
Target sequence (P41143 whole entry, looked up): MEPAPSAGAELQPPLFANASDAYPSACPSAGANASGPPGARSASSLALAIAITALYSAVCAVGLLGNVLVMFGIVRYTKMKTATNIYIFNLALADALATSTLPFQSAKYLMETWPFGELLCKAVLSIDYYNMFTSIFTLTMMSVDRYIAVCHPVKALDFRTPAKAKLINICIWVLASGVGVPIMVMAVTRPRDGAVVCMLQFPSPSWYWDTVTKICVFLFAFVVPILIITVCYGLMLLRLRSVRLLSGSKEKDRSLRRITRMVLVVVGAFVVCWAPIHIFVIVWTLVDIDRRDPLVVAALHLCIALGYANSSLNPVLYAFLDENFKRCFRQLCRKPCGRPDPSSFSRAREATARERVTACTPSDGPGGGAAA
MOR-DOR inv ag – inverse agonists of MOR-DOR heterodimerization, primary screen, cell-based, luminescence. 340,000 compounds, 0.21% hits. cell-based MOR-DOR heterodimer luminescence, inverse agonism. AID 504357, 2011. Mu-type opioid receptor (Homo sapiens) + Delta-type opioid receptor (Homo sapiens), …. inhibition, % at 9.3 µM; in the data active = inhibition above about 22%, passing the limit was not always enough;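 note: 0% = cells with DMSO and 100% = wells without cells with DMSO; values of inactives mirror those of a sister screen read the other way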
* marks the source's active call; other numbers are inactive results; . = not tested or not shown.

SMILES	HTR5A ag ctr	RTF Ca sens act	LANA DNA inh	CAL-PDZ inh HTS	HTR5A inv ag	V-ATPase pHluor	Keap1 Nrf2 FP	RTF Ca sens inh	OPRM1-OPRD1 ag	MOR-DOR inv ag
Cc1cccc(-n2c(CNC(=O)c3ccc(S(=O)(=O)N4CCCCC4)cc3)n[nH]c2=S)c1	-6	-3	-1.5	1	12	3	-5	-8	2.9	-18
CC(C)(C)c1ccc(/C=C/C(=O)Nc2ccncc2)cc1	13*	3	0.8	3	-25	-2	6	2	9.5	-49
CN1c2ccccc2-c2nc3ccccc3n2C1c1ccccn1 (stereo not drawn)	-5	0	-0.9	-5	-16	1	-6	-2	-3.3	19
CCOC(=O)C1=C(CS(=O)(=O)c2ccc(C)c(C)c2)NC(=O)NC1c1ccc(O)cc1 (stereo not drawn)	3	6	-1.0	.	-3	-5	2	-1	-1.8	9
Cc1ccc(NC(=S)N(Cc2ccco2)C(C)c2cccs2)cc1 (stereo not drawn)	0	1	1.9	-4	0	-3	-7	1	-2.4	12
O=C(CN1C(=O)C2CCCCC2C1=O)Nc1nc2ccc(F)cc2s1 (stereo not drawn)	0	0	0.1	-1	1	-3	0	-6	-1.1	8
CC(c1ccc(F)cc1)n1c(-c2ccc3ccccc3n2)n[nH]c1=S (stereo not drawn)	-3	2	1.4	-1	8	-3	-1	-1	4.1	-26
COCc1cc(C)nc(Nc2ccccc2C)c1C#N	-2	4	-1.1	-3	-26	0	-1	3	-0.8	4
CCN(CC)C(=O)CNc1ccc(C(F)(F)F)cc1[N+](=O)[O-]	-2	11	-1.4	3	8	0	1	-13	1.0	-5
CN1CCN(C(=O)/C=C/c2ccc(Cl)c(Cl)c2)CC1	3	-1	0.5	-2	0	4	-6	-1	0.8	-4
CCC1(CC)N=C(c2ccccc2)C(=S)N1	3	1	0.8	-1	-8	-3	0	-5	-3.9	20
Cc1ccc2sc(N(CCCN(C)C)C(=O)c3ccc(Br)s3)nc2c1C	4	-4	-0.7	-12	-11	6	3	-6	9.4	-50
CC1=C(C)CC(C(=O)NCc2cccc(Cl)c2)C(C(=O)O)C1 (stereo not drawn)	2	-3	3.6	.	-8	1	0	-6	-1.2	6
CCc1nnc(NC(=O)C2CCN(C(=O)NC3CCCCC3)CC2)s1	2	-3	0.1	-6	-6	-2	-4	-12	-2.1	13
CN(N=Nc1cccc([N+](=O)[O-])c1)c1ccccc1	3	-2	-3.1	-7	-10	-5	-2	5	-0.7	3
O=C(N/N=C/C(Br)=C/c1ccccc1)c1cnccn1	-5	-2	0.9	5	3	3	2	2	-2.5	13
COc1ccc(C(=O)N[C@H](C(=O)NC2CCCCC2)C(C)C)cc1	0	3	0.7	5	-5	5	3	-5	-1.2	5
O=C(Nc1cccnc1Cl)c1cc(-c2ccccc2O)on1	1	-3	-0.6	-3	-3	-5	0	-3	0.7	-3
COc1ccc(OC)c(NC(=O)C2CCCN(S(C)(=O)=O)C2)c1 (stereo not drawn)	-2	-2	-1.8	-3	5	2	2	-4	-3.6	17
CCCCN1CC(C(=O)NCc2ccc(C)cc2)CC1=O (stereo not drawn)	-1	-1	0.1	.	-8	-2	-1	-3	-1.4	8
O=C1/C(=C/c2cccnc2)SC(=NCc2ccccc2)N1Cc1ccccc1	0	3	-0.1	-2	1	-1	-1	-15	2.1	-12
CSc1ccc(NC(=O)N2CC(C)OC(C)C2)cc1 (stereo not drawn)	-4	-4	-3.1	-3	10	9	-3	5	-2.3	13
Cc1cccc(C(=O)NC2CCN(CC(=O)Nc3ccccc3Cl)CC2)c1	0	3	0.2	-3	1	1	1	-2	-1.3	7
CCOC(=O)N1CCN(S(=O)(=O)CCNC(=O)c2ccc(OC)cc2)CC1	2	-9	6.7	-2	-7	1	-1	-4	0.1	0
Cc1nnc(N/N=C/c2ccc(O)c([N+](=O)[O-])c2)[nH]c1=O	1	17	-1.5	0	-3	0	-3	-4	-1.2	7
Cc1ccc(-c2cc(C(=O)NN=C3CCCC3)c3ccccc3n2)cc1	0	9	1.8	-3	-5	-3	-8	-12	4.3	-22
Cc1nnc(NC(=O)C2CCN(C(=O)c3ccco3)CC2)s1	4	-4	-1.9	-1	-10	-3	-2	-12	-4.7	25
CCN1C[C@@H]2[C@@H]3C(=O)N(Cc4ccccc4)C(=O)[C@@H]3[C@](C)(C1=O)N2C(=O)c1ccc(F)cc1	8	-3	2.1	4	-1	1	0	1	-0.8	4
Cc1ccccc1C(=O)NNC(=O)C1CC(=O)N(c2ccc3c(c2)OCCO3)C1 (stereo not drawn)	2	0	0.2	.	-6	-4	-5	-11	-1.5	6
CCCN(CCC)CCCNC(=O)C1c2cc(OC)c(OC)cc2C(=O)N(C)C1c1cccnc1 (stereo not drawn)	6	0	-1.0	-4	-17	2	1	-9	0.7	-4
O=[N+]([O-])c1ccc(OCC(O)CN(C2CCCCC2)C2CCCCC2)cc1 (stereo not drawn)	0	7	-0.2	-3	13	9	-3	3	-1.2	7
O=C(Nc1ccc(N2CCN(C(=O)c3cccs3)CC2)c(Cl)c1)c1ccco1	-3	4	-0.1	-2	-26	-1	0	-1	0.0	0
COc1cc2c(cc1OC)CN(C(=O)c1ccc(-c3ccccc3)cc1)CC2	4	6	0.4	-17	-14	2	2	-10	-1.9	9
CCCCC(=O)Nc1cccc(NC(=O)c2ccccc2Br)c1	1	-2	1.1	-3	-11	1	3	-5	-1.5	8
Fc1ccc(/C=N/Nc2ncnc3nc[nH]c23)cc1F	13	-2	0.3	.	-37	0	0	-7	-2.3	12
CN1CCN(C(=O)c2ccc(N(Cc3ccccc3Cl)S(C)(=O)=O)cc2)CC1	1	-3	-1.0	0	-4	-2	-1	-4	-4.1	17

Part of the list above, bar-delimited:
molecule | HTR5A ag ctr | RTF Ca sens act | LANA DNA inh | CAL-PDZ inh HTS | HTR5A inv ag | V-ATPase pHluor | Keap1 Nrf2 FP | RTF Ca sens inh | OPRM1-OPRD1 ag | MOR-DOR inv ag
CCCN(CCC)CCCNC(=O)C1c2cc(OC)c(OC)cc2C(=O)N(C)C1c1cccnc1 (stereo not drawn) | 6 | 0 | -1.0 | -4 | -17 | 2 | 1 | -9 | 0.7 | -4
Cc1nnc(N/N=C/c2ccc(O)c([N+](=O)[O-])c2)[nH]c1=O | 1 | 17 | -1.5 | 0 | -3 | 0 | -3 | -4 | -1.2 | 7
CCCCC(=O)Nc1cccc(NC(=O)c2ccccc2Br)c1 | 1 | -2 | 1.1 | -3 | -11 | 1 | 3 | -5 | -1.5 | 8

The list continues:
SMILES	HTR5A ag ctr	RTF Ca sens act	LANA DNA inh	CAL-PDZ inh HTS	HTR5A inv ag	V-ATPase pHluor	Keap1 Nrf2 FP	RTF Ca sens inh	OPRM1-OPRD1 ag	MOR-DOR inv ag
O=C(c1ccc(=O)oc1)N1CCN(C(c2ccccc2)c2ccccc2)CC1	-2	0	1.3	.	-36	-1	2	1	-1.4	7
COc1cccc(C2Nc3cccc4cccc(c34)N2)c1	2	-1	-0.2	21	-28	-1	-2	1	4.2	-21
CCOc1ccc(C(=O)CCC(=O)NCC(=O)Nc2c(C)cccc2C)cc1	6	0	0.0	-4	-10	3	-2	-12	-2.1	8
Cc1nn(C)c(Oc2ccccc2)c1CCNS(=O)(=O)c1ccccc1	-1	-7	-0.2	1	-24	2	-7	7	0.8	-5
CN1C2CCC1CC(NC(=O)CSCc1ccc(Cl)cc1Cl)C2 (stereo not drawn)	2	0	-1.1	-2	4	2	2	2	-3.4	17
CCn1cc(S(=O)(=O)N2CCN(Cc3cccc(Cl)c3)CC2)cn1	-2	2	2.8	-1	5	6.1*	-1	-8	-0.6	4
CC(C)(C)NC(=O)COC(=O)c1ccc(Cl)cc1O	-2	-3	1.8	.	5	-4	-4	12	-3.3	17
Cc1ccc(S(=O)(=O)NNC(=O)c2ccc(NC(=O)C3CC3)cc2)cc1	9	-2	2.5	3	8	1	2	0	-2.6	14
CCCN(CC(=O)Nc1ccccc1C)C(=O)CCCNC(=O)c1ccc(Cl)cc1	2	0	2.3	0	-15	-1	-4	1	-1.1	7
O=C(CC1C(=O)NCCN1Cc1ccccc1C(F)(F)F)NCCn1cccn1 (stereo not drawn)	-4	4	1.6	0	-18	-2	2	-4	0.6	-3
CCOC(=O)C(CSCc1ccccc1)NC(=O)OC(C)(C)C (stereo not drawn)	9	-3	-0.6	-1	-21	-1	-3	-1	3.1	-13
COc1ccc(CN(C)C(=O)c2ccc(COc3ccccc3)cc2)c(OC)c1	3	-6	-0.3	-2	-10	4	-6	-7	1.1	-9
CN(Cc1ccco1)C(=O)c1ccc(OC2CCN(Cc3ccccn3)CC2)cc1	1	1	-1.4	-2	-3	4	-5	2	-1.6	8
CC(C)(C)N1C(=O)Cc2c1nc(N)c1c(N)nc(N3CCCCC3CO)c(C#N)c21 (stereo not drawn)	0	6	0.5	1	-34	1	-13	5	3.6	-21
O=C1CC(C(=O)N2CCc3ccccc32)CN1c1cccc(C(F)(F)F)c1 (stereo not drawn)	4	-4	2.8	-6	11	-3	-8	-3	5.0	-19
O=C(O)c1ccc(N/N=C/c2c(F)cccc2Cl)cc1	4	-6	-1.5	-2	-15	-2	-2	-1	-1.4	8
CCCc1nc(-c2cc3ccccc3[nH]c2=O)no1	0	0	1.2	3	25	-5	-3	-11	-2.3	12
O=C(c1ccc(Cl)c([N+](=O)[O-])c1)N1CCCc2ccccc21	-1	0	3.3	.	7	1	3	-3	1.5	-8
COc1ccc(Nc2oc(COc3ccc(Cl)cc3)nc2C#N)cc1	4	0	-0.6	-2	-3	7	1	-3	5.0	-25
Cn1ccsc1=NC(=O)c1ccc([N+](=O)[O-])o1	4	-2	3.6	.	3	0	0	-4	0.1	-1
CCCCc1ccc(NC(=O)CN2C(=O)C3CCCCC3C2=O)cc1 (stereo not drawn)	-2	-10	1.0	-1	-1	5	-2	3	1.9	-12
NS(=O)(=O)c1ccc(NC(=O)CN2C(=O)CCC2=O)cc1	-3	3	-1.7	-9	-16	-4	2	-8	-1.8	9
CCN1CCN(c2nc(-c3ccc(F)cc3)cc(=O)[nH]2)CC1	3	5	-1.0	1	-28	2	-4	0	-0.8	4
CC1CCN(C(=O)CN(c2ccc3c(c2)OCCO3)S(=O)(=O)c2ccccc2)CC1	2	-7	2.5	-8	-5	2	3	-2	0.6	-5
COc1ccc(NC(=O)C(c2cc3c(cc2[N+](=O)[O-])OCO3)N2CCN(C=O)CC2)cc1 (stereo not drawn)	0	-7	3.0	1	1	-4	-3	-1	-1.2	7
CCOC(=O)c1sc(NC(=O)c2ccco2)nc1C	5	-1	0.6	-4	-3	3	-3	0	-1.6	7
O=S(=O)(NNc1ncc(C(F)(F)F)cc1Cl)c1ccccc1	-1	-4	0.8	4	3	1	-2	-1	1.6	-7
